Assay outcomes from PubChem.
AddAB inh: growth inhibition of E. coli expressing H. pylori AddAB, primary screen, AddAB inhibitor project, absorbance. inhibition, % at 11.9 µM. hit rate 0.29% among 330,000; in the data active = inhibition above about 12%;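 note: 0% = vehicle wells of infected cells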
phage Ecoli inh: growth loss of phage-infected E. coli, primary screen, RecBCD inhibitor project, absorbance, with phage, HTS. hit rate 0.26% among 360,000. inhibition, % at 11.9 µM; in the data active = inhibition above about 11%
MITF TRPM1 HTS: activators of MITF-driven TRPM1 promoter reporter, primary screen, cell-based, SK-MEL-5, luciferase, single point; SK-MEL-5 TRPM1-promoter luciferase, 24 h; % of positive control, neutral wells = 0; activation, % at 12.5 µM; hit rate 0.75% among 300,000; AID 588334, 2011;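 active = mean activation of at least 80% with every replicate also reaching 80%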;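 note: 0% = neutral control wells and 100% = parthenolide positive control wells; values of inactives mirror those of a sister screen read the other way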
CAL PDZ FP-1: untagged CAL PDZ binding inhibitors, primary screen, biochemical, fluorescence polarization, HTS; purified CAL PDZ, TMR-peptide fluorescence polarization, 1 h; inhibition, % at 24.9 µM; hit rate 0.92% among 300,000; AID 602252, 2012;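 active = mean inhibition of at least 30% with at least half of replicates also reaching 30%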;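 note: 0% = DMSO neutral control and 100% = excess unlabeled competitor peptide PRC23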
SR-BI HDL uptake: inhibitors of SR-BI mediated HDL lipid uptake, primary screen, ldlA[mSR-BI] cells, fluorescence, single point. Scavenger receptor class B member 1 (Mus musculus), Q61009. AID 488896, 2010. ldlA[mSR-BI] CHO cells, DiI-HDL uptake fluorescence, 3 h. hit rate 0.96% among 320,000. inhibition, % at 12.5 µM;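 active = mean replicate inhibition of at least 70% and a set share of replicates each scoring 70 or more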;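 note: 0% = median of neutral control wells and 100% = median of positive control wells; values of inactives mirror those of a sister screen read the other way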
Target sequence (Q61009 whole entry, looked up): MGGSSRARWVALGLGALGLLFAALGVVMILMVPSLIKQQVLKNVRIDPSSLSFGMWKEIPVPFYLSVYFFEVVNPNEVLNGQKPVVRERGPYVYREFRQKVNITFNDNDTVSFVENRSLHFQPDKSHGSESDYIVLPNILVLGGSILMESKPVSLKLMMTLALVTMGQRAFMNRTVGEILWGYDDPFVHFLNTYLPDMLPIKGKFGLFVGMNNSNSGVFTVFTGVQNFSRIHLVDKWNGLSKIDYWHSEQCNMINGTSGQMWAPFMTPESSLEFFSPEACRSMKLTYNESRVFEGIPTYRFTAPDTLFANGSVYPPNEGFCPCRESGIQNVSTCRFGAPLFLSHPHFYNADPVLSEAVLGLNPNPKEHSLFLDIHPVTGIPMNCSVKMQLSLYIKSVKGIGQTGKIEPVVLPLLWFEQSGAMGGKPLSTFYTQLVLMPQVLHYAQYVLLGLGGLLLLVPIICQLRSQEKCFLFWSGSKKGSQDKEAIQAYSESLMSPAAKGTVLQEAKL
CAL PDZ FP-2: CAL PDZ peptide-binding inhibitors, primary screen, biochemical, fluorescence polarization, Cer-tagged CAL PDZ, HTS; Golgi-associated PDZ and coiled-coil motif-containing protein (Homo sapiens), Q9HD26; purified CAL PDZ, TMR-peptide fluorescence polarization, 1 h; inhibition, % at 20 µM; hit rate 0.02% among 330,000; AID 504414, 2011;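 active = highest replicate inhibition of at least 40%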;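 note: plate controls were DMSO neutral control wells for no effect and unlabeled competitor peptide control wells for full effect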
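System: tagged CAL PDZ domain. Schedule: 1 h room-temperature incubation prior to read. Signal: fluorescence polarization (mP). Measure: percent inhibition from loss of millipolarization.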
Ecoli viability: E. coli V3065 growth inhibition, primary screen, counter-screen for AddAB inhibitor project, absorbance, OD600; hit rate 0.27% among 330,000; inhibition, % at 11.9 µM; 18 h;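 active = inhibition above the campaign's mean inhibition across all tested compounds plus 3 SD, cut at about 9.9% in these data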;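 note: uninfected addAB+ strain grown without phage in ampicillin broth; 0% = DMSO wells and 100% = ciprofloxacin 0.95 µg/ml wells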
SR-BI uptake up: activators of SR-BI mediated DiI-HDL uptake, primary screen, ldlA[mSR-BI] CHO cells, DiI fluorescence. hit rate 0.096% among 320,000. activation, % at 12.5 µM. 3 h; 100 = double the neutral-control signal. AID 504775, 2011;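 active = mean replicate activation of at least 60% and every replicate at or above 60%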;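 note: 0% = median plate neutral-control signal and 100% = twice that signal; values of inactives mirror those of a sister screen read the other way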
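system = CHO ldlA[mSR-BI] cells, LDL receptor-null, SR-BI overexpressing | medium = Ham's F12 with 0.5% BSA, HEPES 25 mM, pH 7.4 | probe or stimulus = DiI-HDL 10 µg/mL | compound dosing = single-point compound dose | incubation = compound exposure 3 h, 37 °C | technique = DiI fluorescence, bottom read | read-out = cell-associated DiI fluorescence as measure of HDL uptake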
Tat transport: E. coli Tat export inhibitors, primary screen, MC4100, TorA-mCherry reporter, fluorescence, single point. inhibition, % at 10 µM. hit rate 0.036% among 340,000. AID 488895, 2010;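 active = mean replicate inhibition at least 50% and at least half of replicates individually reaching 50%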;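 note: exported cargo escapes ClpAP degradation while cytoplasmic cargo is degraded and loses fluorescence; 0% = median of neutral control wells and 100% = median of NaSCN control wells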
Wnt bcat act: Wnt/beta-catenin pathway activators, primary screen, cell-based, plate reader, single point. Wnt/beta-catenin reporter cell assay, activator. activation, % at 9.35 µM. hit rate 1.2% among 300,000. AID 743398, 2014; in the data active = activation above about 30%, passing the limit was not always enough;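 note: 0% = neutral control wells and 100% = positive control wells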
* = called active by the depositor; nt = no result given; & = joins results of further samples. Not a hit list; 3.6% or so of the library scored in one or more.

cpd	mol	AddAB inh	phage Ecoli inh	MITF TRPM1 HTS	CAL PDZ FP-1	SR-BI HDL uptake
1	O=c1[nH]cnc(O)c1C(c1ccc(Br)cc1)c1c(O)nc[nH]c1=O	-1.8	2.2	7	3	-23
2	Cc1cc(C)c2sc(NC(=O)C3CC3)nc2c1	3.2	3.6	8	1	20
3	Cc1ccc(NC(=O)c2cc(N(C)C)ccc2[P+](=O)O)cc1	1.1	2.5	55	-4	-4
4	NC(=O)Nn1c(CCC(=O)O)ccc1-c1ccc(Br)cc1	0.4	2.0	-4	3	-20
5	Cc1cccc(-n2nnnc2-c2cnccc2C(F)(F)F)c1C	6.5	-0.7	nt	-8	20
6	CCN(CC)S(=O)(=O)c1cc(C(=O)Nc2cc(C)on2)ccc1Cl	0.2	-0.2	4	-6	-1
7	CCOc1ccc(N(CC(=O)NCc2ccccc2Cl)S(=O)(=O)c2c(C)[nH]c(=O)[nH]c2=O)cc1	0.3	2.4	2	2	-18
8	Cc1ccn(CCC(=O)N2CCCC(CCC(=O)NCc3ccc(F)c(F)c3)C2)n1 (centres undefined)	3.3	4.9	15	3	-7

cpd	CAL PDZ FP-2	Ecoli viability	SR-BI uptake up	Tat transport	Wnt bcat act
1	-0.5	-0.2	23	5	0
2	0.8	2.5	-20	-3	13
3	-0.8	0.2	4	3	13
4	-0.6	-4.4	20	-1	nt
5	-0.9	-2.9	-20	-1	2
6	-2.2	-2.3	1	3	-1
7	-2.1	3.5	18	20	-1
8	0.4	-0.7	7	4	-10

More structures.
cpd	mol	AddAB inh	phage Ecoli inh	MITF TRPM1 HTS	CAL PDZ FP-1	SR-BI HDL uptake
9	CCOc1ncccc1C(=O)NCc1cccc(OC)c1	4.2	-0.2	7	-1	-7
10	COc1ccc(CCNC(=O)CSc2ncc(C(=O)Nc3ccccc3)c(=O)n2C)cc1	2.6	1.6	-9	-4	23
11	Cn1nc(C(=O)NCCc2ccc(Cl)cc2)c2c1-c1ccccc1S(=O)(=O)C2	1.7	1.5	2	-3	58
12	NC(=O)N/N=C/c1c(F)c(F)c(F)c(F)c1F	3.2	4.0	-5	-2	-17
13	N#C/C(=C\c1cn(-c2ccccc2)nc1-c1ccccc1)S(=O)(=O)c1ccccc1	2.2	0.0	15	-3	-23
14	COc1cccc(NC(=O)CSc2ccc(-c3ccco3)nn2)c1	-0.2	1.0	3	-6	11
15	Cc1cc(C(=O)CN2C(=O)C(=O)N(Cc3ccccc3)C2=O)c(C)n1CC1COc2ccccc2O1 (centres undefined)	0.3	3.7	-5	-7	47
16	COc1cccc(C(=O)NCC(c2cccnc2)N2CCN(c3ccccc3OC)CC2)c1 (centres undefined)	0.5	nt	nt	nt	28

cpd	CAL PDZ FP-2	Ecoli viability	SR-BI uptake up	Tat transport	Wnt bcat act
9	-0.5	-0.6	7	-1	nt
10	-1.8	-0.7	-23	0	-1
11	-2.3	-3.1	-58	6	-4
12	0.2	2.8	17	-4	-2
13	-2.6	0.5	23	-1	nt
14	-2.9	0.9	nt	-4	0
15	0.0	2.2	-47	4	-2
16	-1.1	2.6	-28	-6	nt

Brought forward from above: 3 compounds, then new ones.
cpd	mol	AddAB inh	phage Ecoli inh	MITF TRPM1 HTS	CAL PDZ FP-1	SR-BI HDL uptake
14	COc1cccc(NC(=O)CSc2ccc(-c3ccco3)nn2)c1	-0.2	1.0	3	-6	11
15	Cc1cc(C(=O)CN2C(=O)C(=O)N(Cc3ccccc3)C2=O)c(C)n1CC1COc2ccccc2O1 (centres undefined)	0.3	3.7	-5	-7	47
16	COc1cccc(C(=O)NCC(c2cccnc2)N2CCN(c3ccccc3OC)CC2)c1 (centres undefined)	0.5	nt	nt	nt	28
17	CCOc1ccc(S(=O)(=O)NCc2ccc3c(c2)OCO3)cc1	1.0	0.2	-4	-2	0
18	O=c1[nH]c(=O)n(-c2ccccc2)c2c1C(C(F)(F)F)(C(F)(F)F)N=C(CCC1CCCCC1)N2	1.1	4.0	-4	0	15
19	COc1cc2ccccc2cc1C(=O)NCc1ccncc1	0.3	2.5	10	1	35
20	CCCS(=O)(=O)N1CCC(C(=O)NCc2ccc3c(c2)OCO3)CC1	4.8	2.5	-4	3	-9
21	Cc1cc(NC(=O)NC(=O)c2ccccc2)no1	6.2	2.3	63	-5	-3
22	CC1(C)Cc2ccccc2C(c2cc3ccccc3oc2=O)=N1	-0.2	1.6	6	-4	21
23	CN(C)CC(C)(C)CNS(=O)(=O)c1ccc(Cl)c(Cl)c1	-0.7&0.3	4.1&0.9	7&4	1&1	-12&-4
24	O=C(CCNC(=O)c1ccc(Br)cc1)Nc1ccccc1N1CCCC1	4.9	2.5	-3	nt	18

cpd	CAL PDZ FP-2	Ecoli viability	SR-BI uptake up	Tat transport	Wnt bcat act
14	-2.9	0.9	nt	-4	0
15	0.0	2.2	-47	4	-2
16	-1.1	2.6	-28	-6	nt
17	-1.5	0.6	0	4	0
18	-1.6	-2.2	-15	5	-1
19	-2.2	-0.2	-35	-1	-3
20	-4.1	2.1	9	-4	-1
21	-1.2	1.8	3	-3	23
22	nt	1.2	-21	2	nt
23	-0.2&-2.4	0.6&1.7	12&4	0&1	2&-4
24	-0.4	-0.5	-18	-4	-1

New compounds follow
cpd	mol	AddAB inh	phage Ecoli inh	MITF TRPM1 HTS	CAL PDZ FP-1	SR-BI HDL uptake
25	CC1(C(=O)Nc2nnc(C(C)(C)C)s2)Cc2ccccc2C(=O)O1 (centres undefined)	2.0	1.8	8	11	-14
26	Cc1ccc2nc(Nc3ccccc3)c(/C=N/O)c(=O)n2c1	2.2	3.6	9	-8	62
27	O=C(Cn1nnc2c(cnn2-c2ccc(F)cc2)c1=O)OC1CCCCC1	-0.8	0.9	14	2	3
28	COc1cccc(NC(=O)NC2CCCc3ccccc32)c1 (centres undefined)	-0.2	3.3	-8	0	61
29	CCN(CC)CCCNC(=O)CN1N=C(c2ccc(OC)cc2)CCC1=O	-0.7	-1.2	-5	-2	-29
30	CCOC(=O)c1sc2nc3c(SCCC(=O)O)cc(C(=O)c4cc(OC)ccc4O)cn3c(=O)c2c1C	nt	4.1	-12	-5	nt
31	CC(C)(C)C(=O)NNC(=O)c1ccc(Oc2cc(Cl)cc(Cl)c2)o1	0.3	3.8	-5	4	11
32	Cc1cccc(C(=O)N2CCC(n3nnc4cc(F)ccc43)CC2)c1	-1.2	2.2	-3	-3	27

cpd	CAL PDZ FP-2	Ecoli viability	SR-BI uptake up	Tat transport	Wnt bcat act
25	-0.6	1.2	14	7	nt
26	-5.5	0.9	-62	10	-1
27	-2.5	1.1	-3	-2	-2
28	-2.7	0.1	-61	2	1
29	-6.4	0.2	29	-8	2
30	-6.6	nt	nt	3	19
31	-1.2	-1.1	-11	1	2
32	-1.4	-2.0	-27	6	nt

(listing goes on)
cpd	mol	AddAB inh	phage Ecoli inh	MITF TRPM1 HTS	CAL PDZ FP-1	SR-BI HDL uptake
33	Cc1ccc(S(=O)(=O)N2CCN(CCOc3cccc(C)c3)CC2)cc1	-0.3	2.9	-7	-2	11
34	CC1CCCC(NC(=O)COC(=O)c2c[nH]c(=O)[nH]c2=O)C1C (centres undefined)	0.1	1.2	3	-5	-18
35	COc1ccc(/C=C/C(=O)NC(=S)Nc2ccc(N3CCN(C(C)=O)CC3)cc2)cc1	-1.2	-1.8	nt	nt	16
36	O=C(NC1CCCCCC1)c1ccc(-n2cnnc2)cc1	0.9	1.7	0	4	-11
37	Cn1nc(C(=O)Nc2cccc(C(F)(F)F)c2)c2ccccc2c1=O	-2.6	1.9	nt	-1	4
38	CCCC1=C(C(=O)OCC)C(c2ccc(OC)c(C)c2OC)C(C#N)=C(N)O1 (centres undefined)	-0.2	1.0	-11	-4	7
39	COc1ccc(C)cc1NC(=O)C1CCN(S(C)(=O)=O)CC1	0.2	1.4	0	-1	4
40	COc1ccc(NC(=O)Nc2c(C)n(-c3ccccc3)c(=O)n2C)cc1OC	0.2	2.5	5	-2	-23

cpd	CAL PDZ FP-2	Ecoli viability	SR-BI uptake up	Tat transport	Wnt bcat act
33	-0.7	3.2	-11	0	-6
34	nt	0.8	18	8	-1
35	0.5	0.8	-16	-3	0
36	7.1	0.4	11	-10	6
37	-3.1	-2.4	-4	10	nt
38	-0.4	1.2	-7	-3	-1
39	-0.4	-1.5	-4	4	2
40	-1.4	-0.8	23	-4	-3

Screen by screen, as entered above:
Compounds 33–40 in SR-BI uptake up, in turn: -11, 18, -16, 11, -4, -7, -4, 23

(continued)
cpd	mol	AddAB inh	phage Ecoli inh	MITF TRPM1 HTS	CAL PDZ FP-1	SR-BI HDL uptake
41	CCCS(=O)(=O)c1nc(S(=O)(=O)c2ccc(C)cc2)c(N2CCC(C(N)=O)CC2)s1	1.7	0.2	-10	-3	25
42	O=C(CN1CCCCC1)NC(=O)NCc1ccccc1	3.5	2.1	11	nt	2
43	CCOc1cccc2cc(C(=O)NCc3ccc(C)cc3)c(=N)oc12	-0.1	1.3	-16	-3	-2
44	CSCCC1NC(=O)N(CC(=O)Nc2cccc(S(=O)(=O)N3CCCCCC3)c2)C1=O (centres undefined)	-2.0	3.5	12	-13	8
45	CCC(C)Sc1cccc(-c2nc3cnccn3c2NC2CCCCC2)c1 (centres undefined)	1.6	-0.2	-9	1	nt
46	COC(=O)[C@]1(C)CCC[C@@]2(C)C3CC[C@@]4(C)C[C@]3(CCC21)CC4=NO (some centres undefined)	2.4	3.0	8	-5	-16

cpd	CAL PDZ FP-2	Ecoli viability	SR-BI uptake up	Tat transport	Wnt bcat act
41	-2.1	-0.2	-25	-4	-3
42	-0.1	1.7	-2	1	-3
43	-2.5	1.1	2	7	-1
44	-0.5	-2.1	-8	6	-7
45	0.0	-1.5	nt	8	-8
46	-0.2	0.4	16	12	-4
